Source: PubChem BioAssay (Sanford-Burnham Center for Chemical Genomics)
tim23-1 inh – tim23-1 yeast growth inhibition. S. cerevisiae tim23-1 growth, BacTiter-Glo luminescence, 24 h. actives 1.3% (n = 330,000). inhibition, % at 20 µM;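 active = growth inhibition of the mutant yeast at or above 50%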;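 note: temperature-sensitive mutant grown at 25 °C; plate controls were DMSO-treated mutant yeast for no effect and medium wells lacking yeast for full effect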
APJ agonist – activates the human apelin receptor APJ. CHO-K1 APJ PathHunter beta-arrestin, luminescence; 0% DMSO wells, 100% apelin. AID 2520. actives 0.11% (n = 330,000). activation, % at 20 µM;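 active = activation more than six SD over the plate average, tested at 20 µM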;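 note: 0% = DMSO alone and 100% = apelin-13 at 10 nM; some results filed as inactive read as strong as hits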
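Assay system: engineered CHO-K1 APJ arrestin reporter cells; Amount: 1000 CHO-K1 reporter cells seeded per well; Dosing: one dose, 20 µM compound, 1% DMSO; Times: compound stimulation 90 min at 25 °C, detection 60 min; Measured by: luminescent beta-gal fragment complementation, chemiluminescent substrate; Read-out: APJ–arrestin association signal; Controls: DMSO vs Apelin-13 10 nM.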
Mdm2-MdmX inh – human Mdm2/MdmX binding inhibition; actives 3% (n = 330,000); inhibition, % at 8 µM; SaOS-2 split-luciferase Mdm2/MdmX complementation, luminescence;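 active = inhibition of at least 50% at 8 µM in the primary screen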
Target sequence (O15151 whole entry, looked up): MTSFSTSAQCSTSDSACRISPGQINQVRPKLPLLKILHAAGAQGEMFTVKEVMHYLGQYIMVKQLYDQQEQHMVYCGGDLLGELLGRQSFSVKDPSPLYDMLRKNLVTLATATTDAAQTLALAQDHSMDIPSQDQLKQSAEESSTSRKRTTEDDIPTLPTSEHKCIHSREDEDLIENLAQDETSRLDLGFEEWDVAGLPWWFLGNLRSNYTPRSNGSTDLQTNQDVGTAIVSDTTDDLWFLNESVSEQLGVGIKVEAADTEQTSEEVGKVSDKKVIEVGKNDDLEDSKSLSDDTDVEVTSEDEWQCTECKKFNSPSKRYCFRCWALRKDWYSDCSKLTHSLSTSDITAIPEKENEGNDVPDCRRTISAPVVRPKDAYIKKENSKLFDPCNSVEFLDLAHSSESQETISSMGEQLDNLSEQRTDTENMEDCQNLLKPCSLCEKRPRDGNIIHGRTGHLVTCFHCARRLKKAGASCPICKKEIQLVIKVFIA
Target sequence (Q00987 whole entry, looked up): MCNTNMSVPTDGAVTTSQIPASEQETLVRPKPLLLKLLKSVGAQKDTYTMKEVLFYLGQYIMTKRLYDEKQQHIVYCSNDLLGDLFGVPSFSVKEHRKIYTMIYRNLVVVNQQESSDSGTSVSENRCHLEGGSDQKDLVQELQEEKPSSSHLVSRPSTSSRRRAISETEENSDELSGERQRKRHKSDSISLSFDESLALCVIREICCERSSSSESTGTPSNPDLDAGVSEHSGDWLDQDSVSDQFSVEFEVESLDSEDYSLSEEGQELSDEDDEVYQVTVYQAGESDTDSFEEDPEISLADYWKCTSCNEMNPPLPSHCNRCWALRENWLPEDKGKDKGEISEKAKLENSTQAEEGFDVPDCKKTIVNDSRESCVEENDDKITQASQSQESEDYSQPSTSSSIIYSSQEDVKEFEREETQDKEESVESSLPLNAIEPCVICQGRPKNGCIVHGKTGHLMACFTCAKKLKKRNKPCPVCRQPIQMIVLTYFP
CHOP UPR activ – activators of apoptotic arm of unfolded protein response (CHOP); CHO-CHOP luciferase reporter, UPR activation, luminescence; percent of tunicamycin response over DMSO baseline; activation, % at 10 µM; actives 0.34% (n = 330,000);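 active = at 10 µM dose, activation of 40% or more, normalized to positive control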;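 note: 100% = tunicamycin at 10 µg/mL and 0% = DMSO alone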
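Material: CHO-CHOP cells, stable luciferase reporter of PERK-eIF2a-CHOP signalling; quantity: 500 reporter cells seeded per well; buffer or medium: F12 medium containing 10% fetal bovine serum; compound: one dose, 10 µM in 0.5% DMSO; incubation: 6 h compound treatment, 37 °C; measured by: Steady-Glo luciferase luminescence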
Jurkat NFkB inh – inhibitors of the PMA/ionomycin-induced NF-kB reporter in Jurkat cells; inhibition, % at 4 µM; actives 0.53% (n = 330,000); PMA/ionomycin-induced NF-kB luciferase reporter, luminescence; AID 435003; in the data active = inhibition above about 50%
XBP1 UPR activ – activators of adaptive arm of unfolded protein response (XBP1). activation, % at 20 µM. CHO-XBP1 luciferase reporter, IRE1-XBP1 UPR activation, luminescence; percent of tunicamycin response, DMSO as zero. actives 0.33% (n = 330,000);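 active = versus positive control, 20 µM dose yields 30% or more activation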;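 note: 100% = tunicamycin at 10 µg/mL and 0% = DMSO only wells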
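Material: CHO cell line with stable XBP1 luciferase reporter; buffer or medium: F12 medium containing 10% fetal bovine serum; compound: single point, 20 µM final compound, 1% DMSO; incubation: 6 h treatment, 37 °C; measured by: glow luminescence from Steady-Glo reagent; evaluation: activation, % of tunicamycin; control set: tunicamycin high, DMSO low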
APJ antagonist – blocks the human apelin receptor APJ. P35414. CHO-K1 APJ beta-arrestin complementation, luminescence. inhibition, % at 20 µM. actives 0.32% (n = 330,000);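 active = inhibition above about 40% at 20 µM, limit read from the data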;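 note: cells challenged with 10 nM apelin-13 agonist together with compound; plate controls were apelin-13 plus DMSO wells for no effect and DMSO wells lacking apelin-13 for full effect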
697 NFkB inh – lowers PMA/ionomycin-induced NF-kB signal in 697 B cells; 697 B-cell NF-kB luciferase reporter, 16 h; inhibition, % at 4 µM; actives 0.33% (n = 330,000); AID 435022; in the data active = inhibition above about 35%
* hit, by the source's call.

canonical_smiles	tim23-1 inh	APJ agonist	Mdm2-MdmX inh	CHOP UPR activ	Jurkat NFkB inh	XBP1 UPR activ	APJ antagonist	697 NFkB inh
CCCCn1nc2cc(C(=O)NCc3cc(C(F)(F)F)cc(C(F)(F)F)c3)ccc2c1OC	8	2	19	-0.9	7	6	-2	-3
CSCCC(NC(=O)c1ccc([N+](=O)[O-])cc1Cl)C(=O)OCC(=O)NC(=O)CN1CCCC1=O (stereo not drawn)	-5	13	-6	2.1	9	-3	-28	-1
CCOC(=O)[C@H]1[C@H]2COc3ccc(C)cc3[C@@H]2N2C(=O)c3ccc(F)cc3NC(=O)[C@@]12C	25	-2	16	0.4	13	3	9	17
O=C(CSc1nc(-c2ccc(F)cc2)cc(C(F)(F)F)n1)Nc1ccc2c(c1)OCO2	-8	-1	61*	1.1	14	0	-10	-6
COc1ccc(-n2nc(C(=O)NCC(=O)NCc3ccco3)c3ccccc3c2=O)c(OC)c1	13	1	-5	3.7	10	3	0	11
COc1c(C(=O)NNC(=O)c2ccccc2)csc1Br	5	1	-4	4.5	-35	2	-5	-38
O=c1c2ccccc2nc(SCc2nnc(-c3ccccc3Br)o2)n1Cc1ccco1	22	-3	20	0.2	2	0	19	-4
Cc1cccc(NC(=O)Cn2cc([N+](=O)[O-])cn2)n1	24	-2	4	-1.9	-29	0	-8	12
Cc1ccc(-n2nc3c(c2NC(=O)c2c(-c4ccccc4Cl)noc2C)CS(=O)(=O)C3)c(C)c1	12	-3	-15	0.5	0	-1	9	7
COc1ccc(S(=O)(=O)c2c(O)c3ccc(C(=O)Nc4ccc(F)cc4F)cc3[nH]c2=O)cc1	0	2	-8	1.6	4	-2	14	19
CC(C)C1Oc2ccccc2N(CC(=O)N(C)C2CCCCC2)C1=O (stereo not drawn)	31	-1	8	-0.1	-1	-4	1	16
O=C(CSc1nncn1-c1ccccc1F)NC1CC1	3	-1	0	1.5	-20	3	8	-11
Cc1[nH]nc2c1C(c1c[nH]c3ccccc13)C(C#N)=C(N)O2 (stereo not drawn)	5	0	4	0.7	0	1	13	15
CCOc1ccc(OCCC(=O)N2CCN(S(=O)(=O)c3cccc(F)c3)CC2)cc1	23	12	1	0.6	-8	-3	0	-5
O=C(COC(=O)c1cc2ccccc2cc1O)NCc1ccccc1	5	0	1	-0.2	15	1	-7	-33
COc1ccc(OC)c2c1sc(=NC(=O)c1cccc(N3C(=O)CCC3=O)c1)n2C	-31	2	26	1.4	1	15	12	-4
CCOC(=O)c1cnc2ccc(OCC)cc2c1N1CCN(C)CC1	-5	1	10	-2.8	-5	2	-13	-3
CCOC(=O)C1=C2c3cc(OC)c(OC)cc3CC(C)(C)N2C(=O)C1=O	7	-1	-5	-1.1	0	1	-4	10
CC(=O)Nc1ccc(NC(=O)C(C)OC(=O)C2CCN(S(=O)(=O)c3ccccc3C(F)(F)F)CC2)cc1 (stereo not drawn)	-6	-5	20	0.8	0	-5	6	19
CN(Cc1cccc(C(F)(F)F)c1)C(=O)C1CCC(=O)N(CC2CCCCC2)C1 (stereo not drawn)	20	-3	22	3.9	-2	1	-21	-1
CCNC(=O)c1sccc1-n1cccc1	9	2	6	3.4	1	-2	23	-1
O=S(=O)(Nc1ccc(S(=O)(=O)N2CCCCC2)cc1)c1ccc(Br)s1	20	-6	20	-3.0	-14	-1	4	19
CCN(CC)C(=O)C(=O)Nc1ccc(OC)c(Cl)c1	4	-3	-21	2.3	-8	-2	2	5
CCCn1c2c(c(O)c(C(=O)Nc3ccc(OC)cc3)c1=O)CCCC2	7	-5	0	-0.6	-22	2	1	-11
CN(Cc1ccccc1)C(=O)Cn1c(=O)oc2cc(S(=O)(=O)NCc3ccccc3)ccc21	11	0	45	-0.1	20	-4	-13	-18
COc1ccc(OCC(=O)N2CCc3c([nH]c4ccccc34)C2c2ccccn2)cc1 (stereo not drawn)	14	0	17	0.7	-9	-1	0	-3
CCOC(=O)c1nc(Nc2ccc(N3CCOCC3)cc2)c2ccccc2n1	1	-2	9	0.4	-11	-2	-9	7
Cc1cccnc1NC(=O)CCc1c[nH]c2ccccc12	16	-1	-14	1.0	9	-4	2	-4
COc1ccc(C)cc1NC(=O)CSc1nnc2ccc(-c3ccccn3)nn12	15	2	16	0.1	11	-2	0	0
CC1CN(C(=O)c2ccc(-c3cccc(C(F)(F)F)c3)o2)CC(C)O1 (stereo not drawn)	28	-4	-17	-0.2	-1	1	8	-4

Four entries picked at random from the list so far:
canonical_smiles	tim23-1 inh	APJ agonist	Mdm2-MdmX inh	CHOP UPR activ	Jurkat NFkB inh	XBP1 UPR activ	APJ antagonist	697 NFkB inh
COc1ccc(C)cc1NC(=O)CSc1nnc2ccc(-c3ccccn3)nn12	15	2	16	0.1	11	-2	0	0
O=S(=O)(Nc1ccc(S(=O)(=O)N2CCCCC2)cc1)c1ccc(Br)s1	20	-6	20	-3.0	-14	-1	4	19
COc1ccc(OCC(=O)N2CCc3c([nH]c4ccccc34)C2c2ccccn2)cc1 (stereo not drawn)	14	0	17	0.7	-9	-1	0	-3
CCCn1c2c(c(O)c(C(=O)Nc3ccc(OC)cc3)c1=O)CCCC2	7	-5	0	-0.6	-22	2	1	-11

Next section.
canonical_smiles	tim23-1 inh	APJ agonist	Mdm2-MdmX inh	CHOP UPR activ	Jurkat NFkB inh	XBP1 UPR activ	APJ antagonist	697 NFkB inh
COC(=O)c1sc(NC(=O)c2ccc([N+](=O)[O-])o2)c(C#N)c1C	21	4	41	1.4	1	1	-9	-3
Cc1cc(C(=O)OCC(=O)N2c3ccccc3NC(=O)C2(C)C)c(C)n1-c1ccccc1	13	-2	-13	1.3	14	1	1	10
O=C(Cn1cc(C(F)(F)F)cc(Cl)c1=O)Nc1cc(Cl)cc(Cl)c1	0	-3	7	0.1	5	1	-4	14
O=C(O)c1ccc2c(c1)c1c3n2CCNC3CCC1 (stereo not drawn)	6	-2	-10	-0.2	0	2	-3	18
Cc1c(NC(=O)N2CCCCCC2)c(=O)n(-c2ccccc2)n1C	2	-15	19	-1.4	9	0	16	12
CC(=O)n1ccnc1	4	-6	8	0.1	-2	-10	1	3
CC(C)(C)OC(=O)C[C@H]1C/C=C\C[C@@H](CC(=O)NCCO)C(=O)N[C@H](Cc2ccccc2)COC1=O	-3	-3	8	-0.7	-8	-2	13	-6
O=C(CN1c2cccc3cccc(c23)S1(=O)=O)NCc1ccc(F)cc1	5	-2	3	-1.7	4	-2	2	-4
NS(=O)(=O)c1cccc(NS(=O)(=O)c2ccc(/C=C/C(=O)OCC(=O)c3ccc(Br)cc3)cc2)c1	1	-1	29	3.1	-6	-2	-1	10
Cc1[nH]c(-c2ccc(F)cc2)cc1C(=O)N1CCN(c2ccccc2)CC1	41	3	18	2.6	-9	-1	19	2
O=C(NC(=S)NCc1cccnc1)c1ccccc1F	11	-1	20	1.6	-1	-3	27	18
CCOc1ccc(C(=O)Nc2c(C(=O)N3CCC(N4CCCCC4)CC3)oc3ccccc23)cc1	-2	-4	11	2.6	-2	2	4	-6
Cc1ccc(-n2c(C)cc(C(=O)COC(=O)c3ccc[nH]c3=O)c2C)cc1	1	-1	-35	0.9	-52	-5	-13	-115
CCc1ccccc1NC(=O)c1cc2sccc2n1C	30	-2	9	-0.6	-27	2	-49	-25
O=C(O)CN1C(=O)/C(=C\c2cc(Br)ccc2OCc2ccccc2F)SC1=S	37	-1	-10	-0.7	-38	-8	-18	-13
CCOC(=O)N1CCN(C(=O)CCn2nc(-c3ccccc3)ccc2=O)CC1	3	-1	-9	-1.1	-4	1	4	21
Clc1ccc(NCc2cccnc2)c(Cl)c1	18	-1	2	0.4	0	-1	-13	-23
CN(C)CCN1C(=O)C(O)=C(C(=O)c2cc3ccccc3o2)C1c1cccc(Br)c1 (stereo not drawn)	17	-5	-1	-0.8	-9	0	8	28
Cc1ccc(S(=O)(=O)Nc2c(C)n(C)n(-c3ccccc3)c2=O)cc1C(=O)OCC(=O)N1CCCC(C)C1 (stereo not drawn)	-4	-3	18	-0.9	-2	6	14	23
CC(C)NC(=O)Nc1ccc2c(c1)C(=O)N([C@H](C)CO)C[C@H](C)[C@@H](CN(C)S(=O)(=O)c1cn(C)cn1)O2	-1	-5	-12	1.5	-6	1	-10	1
O=C(O)Cn1c(SC2CCCCC2)nc2ccccc21	8	-1	-6	-0.7	2	5	15	6
COc1cc(CC(=O)OCC(=O)Nc2ccccc2C#N)cc(OC)c1OC	-4	-2	-10	1.3	-12	0	-8	-3
CC1Cc2ccccc2N1C(=O)CSc1ncccn1 (stereo not drawn)	6	-4	19	2.2	-15	0	22	2
Cc1nc2ccccc2c(=O)n1NC(=O)C1CC1C (stereo not drawn)	-8	-3	-16	-2.1	3	-3	0	15
O=C(CSc1ccccn1)Nc1nc2ccccc2s1	48	-4	-31	8.0	-3	0	5	-36
CN(C)S(=O)(=O)c1cccc(NC(=O)COC(=O)CCOc2ccccc2)c1	7	-2	-4	-0.8	-5	-1	-19	-2
CCOC(=O)c1ccc(CNC(=O)C2CCC(=O)N(CCc3ccccc3)C2)o1 (stereo not drawn)	3	0	8	-2.0	-3	-9	0	11
CCCCOCCCNC(=O)c1ccc2c(c1)OCO2	7	-1	8	-0.6	10	-2	15	9
CC(C)c1ccc(CCNC(=O)CCNS(=O)(=O)c2ccc(Br)cc2)cc1	3	0	-2	2.6	14	-3	-11	-1
O=C(NCCc1ccccn1)C1CCN(S(=O)(=O)c2ccc3ccccc3c2)CC1	12	-1	7	0.9	-5	-2	10	3
Cc1ccc(S(=O)(=O)N2CCCC2)cc1C(=O)NCCOc1ccccc1	2	-2	6	-3.1	2	-1	13	13
